Screening data: PubChem BioAssay, Small Molecule Screening Facility, UW Madison
RMI-FANCM inh = disruptors of RMI1/RMI2 association with MM2 peptide – biochemical, fluorescence polarization, human, primary screen; FP signal (polarization) at 33 µM; 70,000 compounds, 0.58% hits; RMI core complex (RMI1/RMI2) binding to FANCM MM2 peptide, human; AID 1159607, 2016; RMI core complex with F-MM2 peptide; hits give low values; in the data active means FP signal below about 40; further: inactives centre near 61; strong numbers were not always called active; unit not given here
An asterisk follows results filed as active; & = joins results of further samples. These rows are one share of the data (hit frequency here may not be typical).

SMILES	RMI-FANCM inh
COc1ccc(-c2ccc(=O)n(CCNC(=O)C(C)Oc3ccccc3F)n2)cc1OC (stereo unspecified)	65
Cc1ccc(NC(=O)Cc2csc(Nc3ccccc3)n2)cc1	63
Cc1ccccc1CSc1nc2cc(C(=O)N3CCOCC3)ccc2c(=O)n1-c1ccc(F)cc1	59
CCOc1ccc(CC(=O)N2CCN(c3nccn3CC)CC2)cc1	61
O=C1/C(=C/c2cccs2)Oc2cc(O)ccc21	-20
Cc1ccc(C)c(NC(=O)Cc2csc(NC(=O)NC3CCCC3)n2)c1	57
CNS(=O)(=O)c1ccc2nc(NC(=O)c3cccc([N+](=O)[O-])c3)sc2c1	56
CCOc1ccc(S(=O)(=O)n2cccn2)c2ccccc12	67
Nc1nc(C2COc3ccccc3O2)ncc1S(=O)(=O)c1ccccc1 (stereo unspecified)	59&55
O=C(Nc1nnc(-c2ccc(Br)s2)o1)c1ccc2ncsc2c1	70
O=C(CCC(=O)N1CCN(Cc2csc(-c3ccccc3)n2)CC1)c1ccccc1	61
O=C(NC(N1CCOCC1)C(Cl)(Cl)Cl)c1ccccc1Cl (stereo unspecified)	58
Cc1ccccc1-c1noc(CSc2nc3ccccc3c(=O)n2Cc2ccco2)n1	70
CCOC(=O)Cn1c(=NC(=O)c2ccn(CC)n2)sc2cc(S(C)(=O)=O)ccc21	64
COc1ccc(-c2nnc(NC(=O)CN3C(=O)c4ccccc4C3=O)o2)c(OC)c1	62
CCc1c(C#N)c(SCCC(=O)NCc2ccc3c(c2)OCO3)nc2c1C(=O)CC(C)(C)C2	137
CS(=O)(=O)c1ccc(NC(=O)COc2ccc(F)cc2)cc1	64
Cc1ccc(C(=O)NCC(=O)O)cc1[N+](=O)[O-]	53
COc1ccc(-c2cc3c(SCC(=O)Nc4cccc(C(F)(F)F)c4)nccn3n2)cc1	77
CC(C)(C)c1csc(Sc2ccc([N+](=O)[O-])cc2[N+](=O)[O-])n1	58

Compounds from the list above that contain a nitro group on carbon (3):
SMILES	RMI-FANCM inh
CNS(=O)(=O)c1ccc2nc(NC(=O)c3cccc([N+](=O)[O-])c3)sc2c1	56
Cc1ccc(C(=O)NCC(=O)O)cc1[N+](=O)[O-]	53
CC(C)(C)c1csc(Sc2ccc([N+](=O)[O-])cc2[N+](=O)[O-])n1	58

Later entries.
SMILES	RMI-FANCM inh
CCOC(=O)c1c(-c2ccc(F)cc2)csc1NC(=O)c1cc2ccccc2o1	62
CCc1cc2c(=O)c(-c3nc4ccccc4n3C)coc2c(CN2CCCCC2C)c1O (stereo unspecified)	61
O=C(CSc1cccc2cccnc12)NCCc1ccc(Cl)cc1	53
CCOc1ccccc1-n1c(=O)[nH]c2c(C(N)=O)nc(-c3cccs3)nc21	52
COc1ccc(C(C)=O)cc1CSC(=S)N1CCSCC1	56
N#Cc1nc(/C=C/c2ccccc2Cl)oc1N1CCN(C(=O)c2cccs2)CC1	74
CC(C)c1c(O)ccc2c1CCC1C(C)(C)CCC[C@]21C (stereo partly specified)	58
COc1ccc(/C=C2\SC(=S)N(CC(=O)Nc3sc4c(c3C(N)=O)CCCC4)C2=O)cc1	64
CCOc1ccc(C(=O)NCC(c2ccco2)N2CCN(c3ccccc3)CC2)cc1 (stereo unspecified)	54
O=C(NCC(c1cccnc1)N1CCc2ccccc2C1)C(=O)Nc1ccc2c(c1)OCCO2 (stereo unspecified)	51
Cc1cc(F)ccc1S(=O)(=O)NCC1CCN(Cc2ccccc2)CC1	73
O=C(c1ccco1)N1C(=O)c2cccc3c(S(=O)(=O)N4CCCCC4)ccc1c23	46
O=C(Nc1nnc(-c2ccc(Br)cc2)o1)c1sc2ccccc2c1Cl	62
CCOC(=O)C(Cc1cccc(C(=O)OC)c1)NC(=O)c1ccccc1 (stereo unspecified)	62
O=C(/C=C/c1ccc2c(c1)OCO2)NCCSc1c[nH]c2ccccc12	62
CCOC(=O)c1c(N=Cc2ccccc2[N+](=O)[O-])n[nH]c1C	59
COc1ccc(-c2c[nH]c(=S)n2-c2ccc(F)cc2)cc1	61
O=C(Nc1ccc(-c2csc(Nc3ccccc3)n2)cc1)c1ccccc1	73
COc1ccc(Cl)cc1NC(=O)CSc1ccc(-c2ccc(Br)cc2)nn1	56
CCCSc1cnc(NC(=O)c2nnn(-c3ccccc3OC)c2C)s1	60
CN1[C@@H]2CC[C@H]1CC(OC(=O)[C@H](CO)c1ccccc1)C2 (stereo partly specified)	43
COc1cc(C2NC(=O)NC3=C2C(=O)N(CCN2CCCCC2)C3)ccc1O (stereo unspecified)	58
CC1(C)CC(OC(=O)c2ccccc2C(=O)OC2CC(C)(C)NC(C)(C)C2)CC(C)(C)N1	73&62&75
CS(=O)(=O)N1CCCC(C(=O)N(Cc2ccccc2)c2nc3c(F)cccc3s2)C1 (stereo unspecified)	71
O=c1c(Cl)c(O)c2ccccc2n1Cc1ccccc1	54
N#Cc1cccnc1N1CCN(C(=O)CSCC(=O)O)CC1	48
O=C(Cn1c(-c2cccnc2)nc2ccccc21)N1CCCCCC1	61
CC(C)(C)C(=O)N1CCc2ccc(NS(=O)(=O)c3ccc(F)c(Cl)c3)cc21	65
O=C(COc1ccc(Br)cc1Br)Nc1cccc(O)c1	55
Cc1c(C(=O)CSc2n[nH]c(=O)n2C(C)c2ccccc2)sc2ccc(Cl)cc12 (stereo unspecified)	80

Sorted by value in RMI-FANCM inh (largest number first): three from the list above
SMILES	RMI-FANCM inh
Cc1c(C(=O)CSc2n[nH]c(=O)n2C(C)c2ccccc2)sc2ccc(Cl)cc12 (stereo unspecified)	80
CS(=O)(=O)N1CCCC(C(=O)N(Cc2ccccc2)c2nc3c(F)cccc3s2)C1 (stereo unspecified)	71
COc1cc(C2NC(=O)NC3=C2C(=O)N(CCN2CCCCC2)C3)ccc1O (stereo unspecified)	58

More results follow:
SMILES	RMI-FANCM inh
COc1ncc(C(=O)NNC(=O)c2ccno2)cc1[N+](=O)[O-]	58
CC1(C)CC(=O)C(C(C2=C(O)CC(C)(C)CC2=O)c2cccs2)C(=O)C1 (stereo unspecified)	58
CC(=O)Nc1cc2cc(-n3cccc3)ccc2oc1=O	60
OCc1cnc(SCc2ccc(Cl)c(Cl)c2)n1Cc1ccc(F)cc1	67
COc1cccc(-c2ccc(=O)n(CCCC(=O)Nc3cccc(C(F)(F)F)c3)n2)c1	70
CCC(CC)C(=O)NCCn1ncc2c(=O)n(Cc3ccccc3C)cnc21	67
Cc1cc(C)cc(C(=O)Nc2cccc(-c3ccc4nnc(-c5cccnc5)n4n3)c2)c1	68
O=C(NCCN1CCOC(c2ccccc2)C1)c1cc2ccccc2oc1=O (stereo unspecified)	72
Cc1ccccc1Cn1cnc2c(cnn2CCNC(=O)c2c(-c3ccccc3Cl)noc2C)c1=O	68
NS(=O)(=O)c1ccc(CNC(=O)Cc2csc(Nc3ccc(F)cc3)n2)cc1	65
O=C(Cc1cc(=O)[nH]c(SCc2ccccc2)n1)NCc1ccncc1	55
Clc1ccc2nc(N3CCOCC3)sc2c1	62
CCOc1ccc(NC2CC(=O)N(c3ccc(SC(F)F)cc3)C2=O)cc1 (stereo unspecified)	64
C/C=C(\C)C(=O)Nc1ccc(N2CCOCC2)cc1	53
CC(C)N1CCC(CNC(=O)C(=O)NC(C)(C)C)CC1	81
CC(C)c1ccc(OCC(=O)NNC(=O)c2cccn(Cc3ccc(F)cc3)c2=O)cc1	61
CC(=O)N1CCCc2cc(NC(=O)c3cccc4ccccc34)ccc21	53
CC(C)N1CCC(CNS(=O)(=O)c2ccccc2Cl)CC1	67
N#CCS(=O)(=O)c1ccc(Br)cc1	59
O=C(NCc1cccs1)C1CCN(C(=O)c2n[nH]c3ccccc23)CC1	53
CN(C)c1ccc(NC(=O)Nc2cn(C)c3ccccc23)cc1	51
CCOC(=O)CS(=O)(=O)c1ccc(S(C)(=O)=O)cc1[N+](=O)[O-]	67
Cc1cc2c(c(=O)n1Cc1cccnc1)C(c1cccc(Cl)c1Cl)C(C#N)=C(N)O2 (stereo unspecified)	59
O=C(Nc1ccc(N2CCOCC2)cc1)c1ccc(OCc2ccc3ccccc3n2)cc1	61
O=c1cc(-c2ccccn2)nc(SCc2nc(-c3ccccc3)no2)[nH]1	59
NS(=O)(=O)c1ccc(NC(=O)C(C(=O)Nc2ccc(S(N)(=O)=O)cc2)C23CC4CC(CC(C4)C2)C3)cc1	57
CCOC(=O)c1sc(NC(=O)c2cc(=O)c3ccccc3o2)cc1C	62
O=S(=O)(NCC1CCN(Cc2ccco2)CC1)c1cccc2ccccc12	78
CCCn1c(=NC(=O)C(C)(C)C)sc2cc3c(cc21)OCO3	52
N/C(=N/O)c1ncc([N+](=O)[O-])s1	54
COc1ccc(N2C(=O)CSC2c2ccccc2)cc1 (stereo unspecified)	54
COC(=O)C1=C(C)NC(C)=C(C(=O)OC)C1c1ccccc1	52
O=C(CCSc1nnnn1-c1ccccc1)Nc1ccc2c(c1)OCO2	54
O=C(O)Cc1csc(-c2cnccn2)n1	52
NC(=O)c1sc(-c2ccsc2)cc1NC(=O)/C=C/c1ccsc1	60
O=C(CSc1nnc(-c2cccnc2)o1)c1ccc2c(c1)OCCO2	62
O=[N+]([O-])c1cc(C(F)(F)F)cc([N+](=O)[O-])c1N1CCSCC1	55
CN1CCN(C(CC(=O)Nc2ccc(OC(F)F)cc2)C(=O)O)CC1 (stereo unspecified)	60&54
C=CCn1c(SCC(=O)Nc2ccc(Cl)cc2)nc2scc(-c3ccc(C)o3)c2c1=O	79
CCCn1cc(C(=O)Nc2ccc(Br)cc2C)c2nn(-c3ccccc3)c(=O)c-2c1	54
Cc1cc2cc(CNC(=O)c3cccc4ccccc34)ccc2n1C	66
Cc1cccc(NC(=O)Nc2ccc(-c3ccccc3)s2)n1	55
CC1(C)C(=O)NCCN1C(=O)c1ccc(Cc2ccccc2)cc1	55
COC(=O)C1CCN(C(=O)Cc2csc(Nc3ccc(F)cc3)n2)CC1	65
NC(=O)c1ncn([C@H]2O[C@@H](CO)[C@H](O)[C@@H]2O)n1	54
O=C(Nc1nc2ccccc2s1)c1cccc(N2C(=O)CCC2=O)c1	68
C#CC1(OCC(O)CN2CCN(c3ccccc3)CC2)CCCCC1 (stereo unspecified)	63
O=C(Nc1ccc(SC(F)F)cc1)c1ccc2nccnc2c1	55
COc1cccc2cc(C(=O)Nc3nnc(-c4ccno4)o3)oc12	58
O=C(CCCn1nc(-c2ccc(Cl)cc2)ccc1=O)NCc1cccs1	75

Pulled one by one from the list above (7):
SMILES	RMI-FANCM inh
CC(=O)Nc1cc2cc(-n3cccc3)ccc2oc1=O	60
CN1CCN(C(CC(=O)Nc2ccc(OC(F)F)cc2)C(=O)O)CC1 (stereo unspecified)	60&54
NC(=O)c1sc(-c2ccsc2)cc1NC(=O)/C=C/c1ccsc1	60
Cc1ccccc1-c1noc(CSc2nc3ccccc3c(=O)n2Cc2ccco2)n1	70
O=C(CCC(=O)N1CCN(Cc2csc(-c3ccccc3)n2)CC1)c1ccccc1	61
COC(=O)C1=C(C)NC(C)=C(C(=O)OC)C1c1ccccc1	52
Clc1ccc2nc(N3CCOCC3)sc2c1	62

3 compounds already listed, sorted by molar mass, smallest number first:
SMILES	RMI-FANCM inh
Cc1cccc(NC(=O)Nc2ccc(-c3ccccc3)s2)n1	55
COc1cccc2cc(C(=O)Nc3nnc(-c4ccno4)o3)oc12	58
O=C(Nc1nc2ccccc2s1)c1cccc(N2C(=O)CCC2=O)c1	68

New compounds follow.
SMILES	RMI-FANCM inh
COc1ccc(CCNC(=O)CSc2nc3cc(-c4ccccc4)sc3c(=O)n2C)cc1OC	71
CC1CN(C(=O)CSc2nc(-c3ccccc3)cc(=O)[nH]2)CC(C)O1 (stereo unspecified)	56
O=C(Nc1cccc(Cl)c1)c1sccc1S(=O)(=O)N1CCN(c2ccccc2F)CC1	75
COc1ccc(C2=NN(C(C)=O)C(c3cc(Br)c(OC)c(OC)c3)C2)cc1 (stereo unspecified)	51
CSCCn1c(=NC(=O)c2ccn(C)n2)sc2cc3c(cc21)OCCO3	69
CC(C)(C)NCC(O)COc1cccc2[nH]c(=O)[nH]c12 (stereo unspecified)	58&58
O=C(NCCc1ccc(N2CCCC2)cc1)c1ccccc1F	67
OCC12CC3CC(CC(Br)(C3)C1)C2	53
COc1ccc(CCNC(=O)C2(c3cccs3)CCCC2)cc1	60
C=C(C)Cn1cnc2cc(C)c(C)cc21	61
O=c1c2scc(-c3ccccc3)c2ncn1Cc1cccc(C(F)(F)F)c1	69
CC(C)Cc1nc(C#N)c(N/N=C\c2c[nH]c3ccc(Br)cc23)o1	67
COC(=O)c1ccc2c(=O)n(CC(=O)NCCN3CCN(c4ccccc4F)CC3)c(=S)[nH]c2c1	61
O=C(Nc1ccccc1)Nc1cccc(-c2ccc(N3CCCC3)nn2)c1	68
Cc1cc(C)c2sc(N3CCN(C(=O)C4CCN(S(=O)(=O)c5cccs5)CC4)CC3)nc2c1	78
O=C(NC(=O)c1ccccc1N1CCCCC1)Nc1ccc(Br)cc1	61
CC(=O)NC(NCc1ccccc1)(C(F)(F)F)C(F)(F)F	49
c1ccc(OCc2nnc(SCc3cccnc3)o2)cc1	73
O=c1c(N2CCN(c3ccccc3Cl)CC2)csc2ccc(Br)cc12	52
O=C(NCc1ccsc1)c1ccc(Cl)c(Cl)c1	69
CC1Cc2cc(-c3nn(-c4ccccc4)cc3/C=C3\SC(=S)NC3=O)ccc2O1 (stereo unspecified)	85
O=C(c1ccc([N+](=O)[O-])s1)N(CCCN1CCOCC1)c1nc2c(F)cccc2s1	53
Cc1sc(N)c(C(=O)c2cccc(C(F)(F)F)c2)c1C	58
Cc1cc2cc(CNC(=O)c3cc(Br)ccc3Cl)ccc2[nH]1	64
O=C1c2ccccc2CC(=O)c2sccc21	55
COc1ccc(OC)c2sc(N(CCCN(C)C)C(=O)c3cc(Cl)sc3Cl)nc12	92
NC1=NC(=O)/C(=C/c2ccc(Cl)cc2)S1	61
O=C(Cc1cccs1)Nc1ccc2c(c1)CN(C(=O)C1CC1)CC2	86
CCOC(=O)C(O)(C(=O)OCC)C1Cc2ccccc2C1=O (stereo unspecified)	54
